Screening data: PubChem BioAssay, National Center for Advancing Translational Sciences (NCATS)
CBFb RUNX1 block: qHTS Assay for Compounds Blocking the Interaction Between CBF-beta and RUNX1 for the Treatment of Acute Myeloid Leukemia. Runt-related transcription factor 1 (Homo sapiens) + Core-binding factor subunit beta …. AlphaScreen CBFb-His/RUNX1-biotin binding, biochemical. Potency, µM (series often up to 59.8 µM), for inactives: at the highest dose activity, negative = inhibition, hits mostly inhibitors. 230,000 tested, under 10 active. AID 1477, 2009; further: % of control where 0% means no effect
Target sequence (Q01196 whole entry, looked up): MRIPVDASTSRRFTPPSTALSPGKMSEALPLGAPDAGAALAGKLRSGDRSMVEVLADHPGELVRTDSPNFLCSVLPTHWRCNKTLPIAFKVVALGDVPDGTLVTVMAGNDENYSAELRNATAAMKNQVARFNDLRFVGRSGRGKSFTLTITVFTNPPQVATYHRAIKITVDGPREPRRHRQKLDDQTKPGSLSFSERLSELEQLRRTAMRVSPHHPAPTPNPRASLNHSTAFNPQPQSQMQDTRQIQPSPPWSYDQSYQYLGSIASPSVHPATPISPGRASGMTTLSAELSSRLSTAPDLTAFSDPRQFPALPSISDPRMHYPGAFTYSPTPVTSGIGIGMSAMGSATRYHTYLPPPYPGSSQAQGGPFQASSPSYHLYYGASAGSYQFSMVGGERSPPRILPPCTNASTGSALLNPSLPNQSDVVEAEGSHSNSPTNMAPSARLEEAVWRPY
Target sequence (Q13951 whole entry, looked up): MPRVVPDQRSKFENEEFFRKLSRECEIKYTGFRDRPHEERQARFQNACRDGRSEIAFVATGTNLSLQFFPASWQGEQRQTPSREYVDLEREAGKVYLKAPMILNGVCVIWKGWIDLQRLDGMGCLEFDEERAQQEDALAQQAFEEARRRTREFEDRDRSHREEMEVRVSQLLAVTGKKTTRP
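Interaction loss through any mechanism counts as activity. Pre-formed complex of His-CBF-beta and biotin-RUNX1 (30 nM apiece) is incubated with compound 15 min, then with 50 ng nickel and 50 ng streptavidin beads for 90 min before AlphaScreen detection.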
Epigenetic derep: Quantitative High-Throughput Screen for Regulators of Epigenetic Control. murine LDR cells, GFP reporter derepression, 30 h. Potency, µM (highest dose often 53.9 µM), without a hit: top-dose GFP activation, hits mostly activators. hit rate 0.2% among 280,000. AID 1865, 2009; further: potency means the concentration at half of the fitted maximal effect; % of control where 0% means no effect; nearly all actives have a fitted effect of over 60% in size
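Murine LDR cells carrying a silenced, genomically integrated CMV-driven GFP reporter were exposed to compound for 30 hours at 37 C. After PBS washes, GFP-positive cells (20–120 um objects) were counted by laser-scanning microplate cytometry.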
IMPase Li inh: qHTS Assay for Identifying the Cell-Membrane Permeable IMPase Inhibitors: Potentiation with Lithium; hit rate 0.35% among 210,000; Potency, µM (titrated, usually from 59.4 µM), for the others: at the highest dose activity, negative = IMPase inhibition, usual class: inhibitors; AID 1457, 2008; CHO-M1 cells, IP1 TR-FRET (IP-One), carbachol + lithium;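 further: IP1 builds up when IMPase is blocked and the TR-FRET signal falls; potency means the concentration at half of the fitted maximal effect; plate controls were basal vehicle for no effect and high inhibitor control for full effect; nearly all actives have a fitted effect of over 50% in size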
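CHO-M1, 2000 cells/well, 16–30 h culture; cpd + low Li+, 30 min 37C; lysis with d2-IP1/Eu-anti-IP1 Ab, 10 min RT; TR-FRET 665/620 ratio and 620 channel; AC50 via Hill.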
Lamin A splicing: qHTS Assay for Modulators of Lamin A Splicing. HeLa LMNA splicing GFP/RFP minigene ratio, 48 h. Potency, µM (top dose mostly 46.1 µM), inactives show top-dose ratio change, negative = inhibition, hits mostly inhibitors. hit rate 0.01% among 200,000; active means well fitted inhibition curve with a large enough effect in the signal ratio, with a control signal flat, not every such curve was filed as active; inconclusive means small, poorly fitted or top-dose-only effect, or effect the other way, or a change in a side signal; the % refers to the signal ratio; further: potency means the concentration at half of the fitted maximal effect; on the % scale 0 is the no-effect control and ±100 the full control effect
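Read-out is the ratio of GFP to DsRed2 object intensity, acquired by 488 nm laser-scanning cytometry on HeLa lamin A-EGFP minigene reporter cells. Compound incubation 48 hrs at 37 °C in Opti-MEM with 2% FBS; DMSO 0.5% final.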
NPSR antagonist: qHTS Assay for Antagonists of the Neuropeptide S Receptor: cAMP Signal Transduction; CHO-NPSR cells, cAMP TR-FRET, antagonist mode; Potency, µM (top dose mostly 38.3 µM), inactives show at the highest dose activity change, negative = inhibition, hits mostly inhibitors; hit rate 1% among 220,000; AID 1461, 2008; further: potency means the concentration at half of the fitted maximal effect; on the % scale 0 is the no-effect control and ±100 the full control effect; nearly all actives have a fitted effect of over 50% in size; many of its hits are not listed in these tables
aGal spleen mod: qHTS Assay for Inhibitors and Activators of Human alpha-Galactosidase From Spleen Homogenate. Alpha-galactosidase A (Homo sapiens), P06280. human spleen homogenate, 4MU-alpha-Gal fluorescence, 40 min. Potency, µM (titrated, usually from 80 µM), without a hit: at the highest dose activity change, negative = inhibition, usual class: inhibitors. hit rate 0.008% among 240,000. AID 2107, 2009;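 further: potency means the concentration at half of the fitted maximal effect; 0% = enzyme with vehicle and -100% = no enzyme basal signal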
Target sequence (P06280 32-429 limits assumed): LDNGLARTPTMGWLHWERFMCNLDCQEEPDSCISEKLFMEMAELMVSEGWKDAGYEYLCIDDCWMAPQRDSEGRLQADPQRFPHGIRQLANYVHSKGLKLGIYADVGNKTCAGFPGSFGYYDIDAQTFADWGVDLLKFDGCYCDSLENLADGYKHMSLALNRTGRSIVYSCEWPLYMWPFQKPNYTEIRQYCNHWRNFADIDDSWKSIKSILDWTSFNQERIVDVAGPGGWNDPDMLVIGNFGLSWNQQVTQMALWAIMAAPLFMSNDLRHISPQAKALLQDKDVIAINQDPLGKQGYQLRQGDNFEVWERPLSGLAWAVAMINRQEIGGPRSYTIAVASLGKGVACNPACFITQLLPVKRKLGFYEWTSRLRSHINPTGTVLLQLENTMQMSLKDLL
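Inhibition or activation of alpha-galactosidase in human spleen homogenate is scored by 4-MU fluorescence after 40 min at 37C, pH 5.0, with 1 mM substrate. AC50s come from concentration-response fitted to the Hill equation.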
KinaseGlo FLuc: Counterscreen for Luciferase (Kinase-Glo TM) Inhibition; Luciferin 4-monooxygenase (Photuris pensylvanica), Q27757; Kinase-Glo luciferase, ATP luminescence, 8 min; Potency, µM (doses to about 38.3 µM), for inactives: top-dose activity change, negative = inhibition, most hits filed as inhibitors; hit rate 0.28% among 200,000; AID 1379, 2008; further: potency means the concentration at half of the fitted maximal effect; on the % scale 0 is the no-effect control and ±100 the full control effect; nearly all actives have a fitted effect of over 60% in size
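Recombinant Kinase-Glo luciferase, 10 uM ATP (linear range), luciferin; imidazole pH 7.2 / KCl / MgCl2 / Tween / BSA buffer; 8 min RT; luminescence.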
Active calls of the source: *; ? = inconclusive; . = no result given; [ ] = another dose, or the depositor's remark. Unless noted, the call rests on the fitted dose curve; in most records, active means well fitted curve in the direction sought with a large enough effect; inconclusive means small, poorly fitted or top-dose-only effect, or another doubt; inactive means no such curve, though single readings can be large; an effect the other way counts as inactive or inconclusive. This is a subset, so the mix of outcomes need not match the whole.

SMILES	CBFb RUNX1 block	Epigenetic derep	IMPase Li inh	Lamin A splicing	NPSR antagonist	aGal spleen mod	KinaseGlo FLuc
COc1ccc2nc(C)cc(SCC(=O)NNC(=O)COc3cccc4ccccc34)c2c1	-4.4%	0.0%	-3.0%	-10.3%	-27.5%[46.1 µM]	9.1%	1.0%
O=C(O)CC(C(=O)Nc1ccc(Cl)c(Cl)c1)C1CCCO1 (configuration not stated)	2.7%	-1.0%	17.4%[38.3 µM]	7.4%	2.9%[46.1 µM]	0.4%	-2.8%
O=[N+]([O-])/C(C=Nc1ccccc1O)=C\Nc1ccccc1O	-27.2%	?	.	.	17.8%	-8.0%	.
Nc1ccc2oc(CCc3ccccc3)nc2c1	-1.0%	-1.4%	-11.7%[38.3 µM]	-3.7%	-3.7%[46.1 µM]	-11.4%	-4.0%
CCCC(=O)Nc1nnc(SCC(=O)Nc2ccc3c(c2)OCO3)s1	?	-3.2%	-6.9%	-14.1%	14.8%	-3.2%	-0.6%
Cc1nn(C)c(C)c1Nc1ccc(N2C(=O)C3C4C=CC(C4)C3C2=O)cc1[N+](=O)[O-] (configuration not stated)	-13.4%	-0.3%	8.1%	.	26.7%	-1.6%	.
Cc1nonc1OC(C)CNc1ccc([N+](=O)[O-])cc1 (configuration not stated)	-16.3%	-2.9%	20.9%[38.3 µM]	27.0%	-20.7%[46.1 µM]	29.6%	-4.9%
O=C(CSc1nnc(SCc2ccccc2)s1)N/N=C/c1c(Cl)cccc1Cl	0.3%	-1.8%	8.5%	-2.7%	-42.6%	-10.5%	0.7%
COCCNC(=O)CSc1nc2ccccc2c(=O)n1CCC(=O)NCCc1ccc(OC)c(OC)c1	-3.6%	-1.5%	-2.1%	.	5.9%	3.2%	1.1%
COc1ccccc1-n1cnnc1SC1CCOC1=O (configuration not stated)	2.2%	-1.1%	-14.5%[38.3 µM]	2.9%	-15.6%[46.1 µM]	2.7%	-5.3%
O=C(Nc1ccc2c(c1)OCCO2)c1ccc(NC(=O)C2CCCO2)cc1 (configuration not stated)	1.2%	1.0%	-9.3%[38.3 µM]	?	-0.9%[46.1 µM]	-2.8%	-1.5%
CC(C)C(=O)N1CCN(c2ccc(NC(=O)c3ccc(Br)o3)cc2)CC1	-0.4%	0.0%	5.4%[38.3 µM]	?	-11.3%[46.1 µM]	22.9%	2.2%
CCCC(=O)Nc1ccc(Cl)c(NC(=O)c2ccc([N+](=O)[O-])cc2Cl)c1	0.8%	-1.9%	4.8%	-13.6%	16.1%[46.1 µM]	-0.7%	5.6%
O=C(O)Cc1ccc(NC(=O)CCN2C(=O)c3ccc([N+](=O)[O-])cc3C2=O)cc1	7.1%	8.2%	-12.1%	.	5.7%	-25.9%	1.1%
O=C(O)CCC(=O)NN1C(=O)c2ccccc2NC1c1ccco1 (configuration not stated)	3.0%	6.1%	.	.	10.8%	9.4%	.
O=C(NNC(=O)c1ccc(F)cc1F)c1ccc2c(c1)OCO2	9.1%	-0.5%	-7.1%	7.3%[46 µM]	2.8%	-2.5%	-3.8%
O=C(NC1CCCCC1)C(c1cccs1)N(CCCN1CCOCC1)C(=O)c1ccc(-c2ccccc2)[nH]1 (configuration not stated)	1.1%	3.2%	11.7%	.	?	-15.6%	2.8%
O=C(OC1CCOC1=O)c1ccc(Cl)c(S(=O)(=O)N2CCCCC2)c1 (configuration not stated)	14.8%	-1.3%	4.2%	11.6%[46 µM]	-2.0%	-5.3%	3.1%
COc1ccc(/C(C)=N/NC(=O)C2C3CCCCC32)c(OC)c1 (configuration not stated)	4.3%	0.0%	-0.1%	-1.7%	-6.9%	1.8%	-1.5%
CCc1ccc(/C=N/NC(=O)c2ccc(OC3CCCC3)cc2)s1	-5.0%	-1.5%	26.4%[38.3 µM]	-9.2%	-27.3%[46.1 µM]	-0.9%	-3.0%
CC(C)NC(=O)CSc1nnc(-c2ccncc2)n1-c1ccccc1	-0.7%	-0.4%	29.7%[38.3 µM]	-8.5%	-4.6%[46.1 µM]	-21.8%	-4.0%
CSc1ccccc1NC(=O)CN(C)CC(=O)Nc1c(F)cccc1F	-2.5%	-2.6%	-3.5%	-1.1%	1.0%	1.8%	-1.0%
Cn1c(=O)c2c(nc(N/N=C/c3ccc(OC(=O)c4ccco4)cc3)n2Cc2ccccc2Cl)n(C)c1=O	1.3%	-1.8%	11.2%	?	-14.3%	7.7%	0.9%
O=C(O)CCN1/C(=C/C=Nc2ccccc2)Oc2ccccc21	-1.2%	-2.7%	-5.5%[38.3 µM]	3.7%	4.1%[46.1 µM]	-5.1%	1.4%
CCSc1nnc(NC(=O)C2CC=CCC2C(=O)O)s1 (configuration not stated)	-8.5%	-1.1%	7.8%[38.3 µM]	3.1%	15.2%[46.1 µM]	-4.5%	-5.1%
N/C(=N\OCc1ccc([N+](=O)[O-])cc1)c1ccncc1	9.7%	0.3%	5.5%	.	6.5%	-7.6%	-3.4%
Cc1ccc(S(=O)(=O)Nc2ccc(NC(=O)c3c(F)c(F)c(F)c(F)c3F)cc2)cc1	2.8%	-1.2%	13.4%	.	-56.3%	?	-10.7%
Cc1ccc(OCC(=O)Nc2ccc3c(c2)nc2n3CCOC2)cc1	-3.5%	0.0%	-12.6%[38.3 µM]	?	4.6%[46.1 µM]	0.5%	2.2%
Cc1cc(=O)[nH]c(SCn2nnc3ccccc3c2=O)n1	7.2%	2.8%	4.4%[38.3 µM]	0.9%	-15.1%[46.1 µM]	-1.8%	13.0%
O=C(Nc1ccccn1)C1CCN(S(=O)(=O)c2cccs2)CC1	1.7%	-2.4%	6.0%[38.3 µM]	?	-1.7%[46.1 µM]	-7.0%	3.9%
Cc1cccc(-n2nc([N+](=O)[O-])c(=NC3CCN(Cc4ccccc4)CC3)n2O)c1	-6.9%	1.6%	13.9%	.	-5.1%	-7.1%	-2.2%
O=C(CCSc1ccccc1)NCc1cccnc1	13.9%	1.0%	-1.6%	2.5%	19.2%	-2.6%	-1.7%
S=C1NCCNC(=S)NCCOCCOCCN1	3.2%	0.1%	1.5%	19.0%[46 µM]	1.8%	0.1%	12.3%
COc1ccc(-c2nnc(SCC(=O)NC(C)c3ccccc3)o2)cc1 (configuration not stated)	5.6%	1.0%	5.9%	-6.3%	8.8%	1.6%	-1.9%
CCCCNc1ccc(S(N)(=O)=O)cc1[N+](=O)[O-]	-13.7%	-1.3%	0.0%	-20.5%	7.3%	2.7%	0.6%
CSc1sc(C(=O)NCC2CC2)c(-c2cccs2)c1C#N	11.2%	3.3%	.	.	59.8%	3.8%	.

Entries of single compounds, looked up by structure.
Listed for COc1ccc(-c2nnc(SCC(=O)NC(C)c3ccccc3)o2)cc1 (configuration not stated) : CBFb RUNX1 block = 5.6%; Epigenetic derep = 1.0%; IMPase Li inh = 5.9%; Lamin A splicing = -6.3%; NPSR antagonist = 8.8%; aGal spleen mod = 1.6%; KinaseGlo FLuc = -1.9%
Listed for O=C(CSc1nnc(SCc2ccccc2)s1)N/N=C/c1c(Cl)cccc1Cl : CBFb RUNX1 block = 0.3%; Epigenetic derep = -1.8%; IMPase Li inh = 8.5%; Lamin A splicing = -2.7%; NPSR antagonist = -42.6%; aGal spleen mod = -10.5%; KinaseGlo FLuc = 0.7%
Listed for COc1ccc(/C(C)=N/NC(=O)C2C3CCCCC32)c(OC)c1 (configuration not stated) : CBFb RUNX1 block = 4.3%; Epigenetic derep = 0.0%; IMPase Li inh = -0.1%; Lamin A splicing = -1.7%; NPSR antagonist = -6.9%; aGal spleen mod = 1.8%; KinaseGlo FLuc = -1.5%

Following part
SMILES	CBFb RUNX1 block	Epigenetic derep	IMPase Li inh	Lamin A splicing	NPSR antagonist	aGal spleen mod	KinaseGlo FLuc
CCCOC(=O)C1C2C=C[C@]3(CN(CCc4ccccc4)C(=O)[C@H]13)O2 (some centres not stated)	0.7%	0.0%	-3.0%[38.3 µM]	2.7%	-12.0%[7.67 µM]	-7.0%	0.9%
COCCNC(=O)c1cc2cc(Br)cc(OC)c2oc1=O	14.5%	0.0%	5.7%[38.3 µM]	2.4%	-1.3%[46.1 µM]	-6.3%	-1.9%
Nc1nncn1C(=O)c1ccc(Cl)cc1Cl	1.8%	5.4%	-2.8%	.	-10.9%	4.8%	1.5%
Cc1ccc(-c2ccc(/C=C(\C#N)C(N)=S)n2C)cc1	?	0.0%	.	.	2.9%	-4.0%	.
COc1ccc2c(Cl)c(C(=O)N/N=C/c3ccc4c(c3)OCO4)sc2c1	4.9%	7.0%	9.3%[38.3 µM]	26.1%	?	-1.5%	1.2%
CC(C)(C)NC(=O)NCc1ccco1	0.7%	-1.1%	.	.	-15.8%	2.3%	.
COc1ccc(C(=O)NC(=S)Nc2cc(C)ccn2)cc1[N+](=O)[O-]	-7.0%	-1.1%	4.5%	-6.6%	7.9%	0.5%	-1.0%
CN(C)c1ccc(-n2cccc2)cc1	-3.1%	-0.5%	.	.	?	19.2%	.
N#C/C(=C/c1cc(Br)cs1)C(=O)NCC1CCCO1 (configuration not stated)	-5.8%	-0.2%	13.7%[38.3 µM]	-5.2%	-15.8%[46.1 µM]	-7.3%	-0.4%
FC(F)(F)c1ccccc1-c1cncnc1-n1ccnc1	.	.	5.3%	0.3%	.	5.4%	.
O=C(NC(=S)NCC1COc2ccccc2O1)c1ccccc1 (configuration not stated)	2.2%	-1.0%	16.5%	-4.2%	-4.2%	?	2.8%
CS(=O)(=O)N1CCC[C@@]2(CCN(Cc3ccccc3)C2)C1	.	.	7.4%	.	.	4.7%	-1.2%
